Bioassay records as filed in PubChem BioAssay.
TrxR1 substrate: qHTS Assay for Substrates of Mammalian Selenoprotein Thioredoxin Reductase 1 (TrxR1): qHTS; Thioredoxin reductase 1, cytoplasmic (Rattus norvegicus), O89049; purified TrxR1 substrate turnover, NADPH consumption readout; Potency, µM (highest dose often 114 µM), for the others: at the highest dose activity change, negative = substrate turnover; 390,000 tested, 0.01% active; AID 588456, 2011; note: % is set by controls: 0 for no effect and ±100 for the full control effect; nearly all actives have a fitted effect of over 50% in size
Target sequence (O89049 whole entry, looked up): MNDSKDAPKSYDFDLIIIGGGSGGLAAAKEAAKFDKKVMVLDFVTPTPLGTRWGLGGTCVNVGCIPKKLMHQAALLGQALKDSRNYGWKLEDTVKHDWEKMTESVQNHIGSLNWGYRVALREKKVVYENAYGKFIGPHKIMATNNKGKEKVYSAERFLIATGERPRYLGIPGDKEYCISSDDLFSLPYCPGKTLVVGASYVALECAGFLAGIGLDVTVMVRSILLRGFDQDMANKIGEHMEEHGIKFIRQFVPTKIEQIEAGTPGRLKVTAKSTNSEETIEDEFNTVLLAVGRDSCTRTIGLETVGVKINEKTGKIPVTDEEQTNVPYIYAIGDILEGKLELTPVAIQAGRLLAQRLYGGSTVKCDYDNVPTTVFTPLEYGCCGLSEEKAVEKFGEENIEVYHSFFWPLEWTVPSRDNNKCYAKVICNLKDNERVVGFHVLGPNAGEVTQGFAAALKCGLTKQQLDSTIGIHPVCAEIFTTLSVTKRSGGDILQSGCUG
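Rat TrxR1, dispensed at 90 nM, was prereduced with 400 uM NADPH (final) for 5 min at ~22 deg C, then incubated with compound 15 min before 400 uM selenite. A first-read NADPH fluorescence drop versus no-compound background flagged substrates.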
USP1 inh: Inhibitors of USP1/UAF1: Primary Screen; 390,000 tested, 0.23% active; AID 743255, 2014; Potency, µM (doses to about 57.1 µM), inactives show at the highest dose activity change, negative = inhibition, actives largely listed as inhibitors; recombinant USP1/UAF1, Ub-Rhodamine cleavage fluorescence; note: % is set by controls: 0 for no effect and ±100 for the full control effect; nearly all actives have a fitted effect of over 60% in size; inactives centre near -12
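USP1/UAF1 complex at 1 nM was preincubated with compound for 15 min at room temperature, then Ub-Rho substrate (150nM final) was added. Fluorescence (480/540 nm) was read kinetically, 6 reads every 60 seconds.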
Vif-A3G inh: qHTS for Inhibitors of Vif-A3G Interactions: qHTS. DNA dC->dU-editing enzyme APOBEC-3G (Homo sapiens), Q9HC16. Potency, µM (titrated, usually from 46.1 µM), without a hit: at the top dose activity, negative = active, most hits filed as inhibitors. 410,000 tested, 0.076% active. HeLa A3G-eYFP + Vif (tagged APOBEC3G with the HIV-1 protein that degrades it), YFP fluorescence, overnight;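 note: % is set by controls: 0 for no effect and ±100 for the full control effect; nearly all actives have a fitted effect of over 60% in size; hits raise eYFP signal because A3G escapes Vif-driven loss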
Target sequence (Q9HC16 whole entry, looked up): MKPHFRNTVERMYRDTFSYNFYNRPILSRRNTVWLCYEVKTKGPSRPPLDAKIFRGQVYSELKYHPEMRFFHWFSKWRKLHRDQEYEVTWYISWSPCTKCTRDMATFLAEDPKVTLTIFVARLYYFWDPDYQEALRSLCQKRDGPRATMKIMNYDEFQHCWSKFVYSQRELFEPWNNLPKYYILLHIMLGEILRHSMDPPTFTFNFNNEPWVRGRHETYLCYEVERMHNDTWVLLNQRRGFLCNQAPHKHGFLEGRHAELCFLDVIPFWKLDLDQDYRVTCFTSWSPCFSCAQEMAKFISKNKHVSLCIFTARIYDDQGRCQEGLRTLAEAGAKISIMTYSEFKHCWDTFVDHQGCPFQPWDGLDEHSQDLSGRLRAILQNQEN
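Read-out is eYFP fluorescence (Ex 488/Em 500-530) from Vif-expressing HeLa A3G-eYFP cells; more signal means A3G escaped Vif-mediated degradation. Cells plated overnight, compound pinned in, incubated overnight at 37 deg C.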
12-LOX inh: Primary qHTS assay for inhibitors of human arachidonate 12S-lipoxygenase (ALOX12): Round 2; Polyunsaturated fatty acid lipoxygenase ALOX12 (Homo sapiens), P18054; purified 12hLO, xylenol orange hydroperoxide absorbance; Potency, µM (titrated, usually from 108 µM), inactives show at the highest dose activity change, negative = inhibition, actives largely listed as inhibitors; 580,000 tested, 1.1% active; AID 1671190, 2021; note: % is set by controls: 0 for no effect and ±100 for the full control effect
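Hydroperoxide product was detected by ferrous iron/xylenol orange as the 573 to 405 nm absorbance ratio. Arachidonic acid at 40 uM (final) was turned over for 30 min at room temperature by 150 nM human 12hLO, pH 7.0 Hepes buffer, after 15 min compound preincubation.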
RGS4 inh: Inhibitors of Regulator of G Protein Signaling (RGS) 4: qHTS | AID 504845, 2011 | Transcreener GDP fluorescence polarization, RGS4-accelerated GTP hydrolysis | 390,000 tested, 0.039% active | Potency, µM (series often up to 114 µM), for inactives: at the highest dose activity change, negative = inhibition, hits mostly inhibitors | Regulator of G-protein signaling 4 (Homo sapiens), P49798; note: % is set by controls: 0 for no effect and ±100 for the full control effect; nearly all actives have a fitted effect of over 75% in size; some results filed as inactive show a strong effect at the top dose
Target sequence (P49798 whole entry, looked up): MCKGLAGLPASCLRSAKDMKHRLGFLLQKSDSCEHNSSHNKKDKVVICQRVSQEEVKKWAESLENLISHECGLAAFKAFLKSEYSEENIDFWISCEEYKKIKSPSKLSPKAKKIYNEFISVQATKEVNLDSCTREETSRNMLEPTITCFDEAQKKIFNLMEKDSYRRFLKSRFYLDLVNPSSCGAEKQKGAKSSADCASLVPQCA
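MLSMR compounds (23 nl, pin-transferred) preincubated 10 min at room temperature with a 500nM (2x) first reagent, then RGS4 at 900nM (2x) plus Transcreener GDP mix added; fluorescence polarization (620/688 nm) read before and after 90 min at 30 °C.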
IDH1 R132H inh: qHTS for Inhibitors of mutant isocitrate dehydrogenase 1 (IDH1): qHTS | Isocitrate dehydrogenase [NADP] cytoplasmic (Homo sapiens), O75874 | IDH1-R132H enzyme, NADPH consumption, diaphorase/resazurin fluorescence | Potency, µM (highest dose often 76.6 µM), inactives show at the highest dose activity change, negative = inhibition, most hits filed as inhibitors | 390,000 tested, 0.093% active | AID 602179, 2012; note: % is set by controls: 0 for no effect and ±100 for the full control effect; nearly all actives have a fitted effect of over 65% in size
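IDH1-R132H (0.5 ug/mL dispensed) in pH 7.5 Tris buffer was preincubated 30 min with compound, then given a substrate mix of 0.016 mM NADPH and 2 mM alpha-KG for 80 min at room temperature; remaining NADPH was read by diaphorase/resazurin fluorescence.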
TrxR1 inh: qHTS Assay for Inhibitors of Mammalian Selenoprotein Thioredoxin Reductase 1 (TrxR1): qHTS; Thioredoxin reductase 1, cytoplasmic (Rattus norvegicus), O89049; recombinant rTrxR1, NADPH fluorescence consumption, selenite substrate; Potency, µM (titrated, usually from 114 µM), without a hit: top-dose activity change, negative = inhibition, usual class: inhibitors; 390,000 tested, 1% active; AID 588453, 2011; note: % is set by controls: 0 for no effect and ±100 for the full control effect; nearly all actives have a fitted effect of over 65% in size
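Rat TrxR1 (90 nM in the dispensed reagent) was pre-reduced with 400 uM NADPH for 5 min at room temperature, then incubated with compound for 15 min. After 400 uM selenite was added, NADPH fluorescence (Ex 340/Em 450 nm) was followed for 8 min.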
RXFP1 agonist: qHTS Assay for Agonists of the Relaxin Receptor RXFP1; Relaxin receptor 1 (Homo sapiens), Q9HBX9; HEK293T-RXFP1 cAMP TR-FRET, 30 min; response scale: percent of porcine relaxin response, buffer zero; Potency, µM (top dose mostly 57.5 µM), without a hit: at the top dose activation, most hits filed as activators; 370,000 tested, 0.3% active; AID 2676, 2010; note: % is set by controls: 0 for no effect and ±100 for the full control effect; nearly all actives have a fitted effect of over 60% in size; many of its hits are not listed in these tables
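Agonist response is measured as cAMP accumulation in an RXFP1-transfected HEK293T line under PDE4 inhibition. Values are scaled between buffer-only and 29 nM porcine relaxin, and EC50s come from standard Hill equation fits.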
Vif-A3F inh: qHTS for Inhibitors of Vif-A3F Interactions: qHTS | 390,000 tested, 0.2% active | HeLa A3F-eYFP + Vif (tagged APOBEC3F with the HIV-1 protein that degrades it), YFP fluorescence increase | Potency, µM (titrated, usually from 46.1 µM), without a hit: top-dose activity, negative = active; note: % of control where 0% means no effect; nearly all actives have a fitted effect of over 65% in size
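HeLa cells stably expressing A3F-eYFP plus Vif, plated and incubated overnight at 37 deg C, then exposed to compounds overnight at 37 deg C. Blocked degradation read as raised yellow fluorescence (Ex 488/Em 500-530).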
The depositor's hits bear a star; i = inactive; ? = inconclusive; / = no result given; [ ] = another dose, or the depositor's remark. Calls come from the whole dose curve; as a rule, active = well fitted curve in the direction sought with a large enough effect; inconclusive = small, poorly fitted or top-dose-only effect, or another doubt; inactive = no such curve, though single readings can be large; an effect the other way counts as inactive or inconclusive. Potency is the fitted concentration of half-maximal effect. The list is partial; the hit share may differ from the screen's.

12-LOX inh | RXFP1 agonist | Vif-A3F inh | TrxR1 substrate | USP1 inh | RGS4 inh | TrxR1 inh | IDH1 R132H inh | Vif-A3G inh | molecule
-42% | 3.2% | 5% | 5%[11.4 µM] | 0% | -28% | 3% | -7% | 3% | CCCC(=O)Nc1cc(-c2nc3cccnc3s2)ccc1C
? | 2.6% | 1% | 7%[57.1 µM] | -18% | -10%[11.4 µM] | 9%[57.1 µM] | -6% | -6% | Cc1ccc(NC(=O)N/C=C/c2ccc(Cl)cc2)cc1
-21% | 7.8% | 7% | 5%[57.1 µM] | -9% | -8% | 28%[57.1 µM] | -9% | 10% | CCOc1ccc(CC(=O)NCCS(=O)(=O)N2CCN(c3ccc(OC)cc3)CC2)cc1
? | 0.4% | -11% | 7%[57.1 µM] | -22% | ? | ? | -21% | -11% | CCOc1ccccc1NC(=O)c1c(NCc2ccc(C)o2)sc2c1CCCCC2
17% | -0.6% | -8% | -2% | -3% | 3% | -4% | 18% | 3% | CCC(Oc1ccccc1OC)C(=O)Nc1ccc2c(c1)n(C)c(=O)n2C (configuration not stated)
-22% | / | -4% | 1% | -9% | 6% | 12% | 3%[38.3 µM] | -12% | C[C@@H]1C(c2ccc(F)cc2)=NN(c2ccccc2)[C@H]1C(=O)N1CCOC1=O
? | -0.2% | 4% | -9% | 1% | -4% | -11% | 3% | -5% | Cc1cc(NC(=S)N(Cc2cccc(Br)c2)CC2CCC(C(=O)O)CC2)ccc1Cl (configuration not stated)
-5% | 29% | 0% | 10%[57.1 µM] | -23% | -10%[56.9 µM] | 23%[57.1 µM] | -8% | 1% | CC(C)(C)c1ccc(C2/C(=C(\O)c3ccc4c(c3)OCCO4)C(=O)C(=O)N2CCCN2CCOCC2)cc1 (configuration not stated)
3% | / | -4% | 2% | -28% | -18% | 1% | 2%[38.3 µM] | 6% | CCOC(=O)C1CC2=C(CCCC2=O)N(Cc2ccccc2)C1=O (configuration not stated)
-17% | 4.8% | 2% | 34%[activator] | -13% | 12% | 9% | -3% | -5% | COc1cc2ccccc2cc1C(=O)OCC(=O)N(CC(C)C)c1c(N)n(Cc2ccccc2)c(=O)[nH]c1=O
-11% | 2.5% | 1% | 7%[11.4 µM] | -16% | -33% | 14%[0.457 µM] | -4% | 1% | CCOC(=O)CN(C(=O)CNC(=O)c1ccco1)C(C(=O)NC1CCCCC1)c1cccc(OC)c1 (configuration not stated)
7% | 0.5% | 3% | 2% | -17% | 12% | -3% | 2% | 0% | CCOC(=O)N1CCN(C(=O)c2ccc(CS(=O)Cc3ccccc3Cl)o2)CC1 (configuration not stated)
424%[activator] | 0.9% | 0% | -4% | -14% | -5% | 13% | 7% | -1% | COc1cccc(-n2c(Cc3cc(=O)[nH]c(=O)[nH]3)nnc2SCC(=O)Nc2ccccc2)c1
-19% | -1.1% | -15% | -5% | -7% | 11% | -2% | -13% | -7% | COc1cc(OC)cc(C(=O)NC(C)c2ccc(Br)cc2)c1 (configuration not stated)
-8% | 3.5% | -24% | 6% | 0% | 21% | 24% | 4% | -7% | Cc1ccc(NC(=O)CN(C)C(=O)Cn2c(=O)oc3ccccc32)cc1
? | / | 4% | -12% | -16% | 10%[11.4 µM] | -49% | 1% | ? | O=C(/C=C/c1ccco1)NC(=S)Nc1cccc(-c2nc3ccccc3s2)c1
6% | 7.9µM* | 1% | -5% | -14% | 0% | 11% | 0% | 1% | COc1ccc(CN2C(=O)c3cccnc3C2=O)cc1S(=O)(=O)N1CCCC(C)C1 (configuration not stated)
-11% | 0.3% | 0% | -1% | -21% | -24% | 10% | 10% | -2% | Cc1cc(C)c(-c2csc(NC(=O)C3=NN(c4ccccc4)C(=O)CC3)n2)c(C)c1
0% | 13% | -4% | 12% | ? | -8% | 28% | 2% | -2% | COc1ccc2c(c1)c1c(c(=O)n(-c3ccc(C)cc3)c(=O)n1CC(=O)NCc1ccc(C)cc1)n2C
-11% | 0.3% | -3% | 4% | -24% | 10% | -9% | 6% | 0% | O=C(CCN1C(=O)c2ccccc2C1=O)N1CCN(Cc2ccccc2)CC1
81% | 0.0% | -5% | 4% | -7% | -6% | 21% | 4% | 1% | CCn1c(SCC(=O)NNC(=O)c2ccc(OC)cc2)nnc1C1CC1
-3% | 2.9% | 1% | -1% | -11% | ? | 17% | 3% | 1% | CCOc1ccc(C(=O)Nc2cccc(-c3cc4ccccc4oc3=O)c2)cc1[N+](=O)[O-]
? | 0.4% | 3% | -2% | -10% | -9% | -10% | 5% | 1% | CC(C)CN(C(=O)CCCc1nc2ccccc2c(=O)[nH]1)c1c(N)n(Cc2ccccc2)c(=O)[nH]c1=O
0% | / | 9% | -11% | -24% | 13% | 3% | 10% | -1% | COc1ccc(-c2cccc3c2C2CC3CCN2C(=O)OCc2ccccc2)cc1 (configuration not stated)
0% | 0.3% | -2% | 4% | -20% | 1% | 15% | 2% | -1% | CCNC(=O)C(C)Oc1ccc(Cl)cc1Cl (configuration not stated)

Among those listed so far, 3 contain an NH in an aromatic ring:
12-LOX inh | RXFP1 agonist | Vif-A3F inh | TrxR1 substrate | USP1 inh | RGS4 inh | TrxR1 inh | IDH1 R132H inh | Vif-A3G inh | molecule
-17% | 4.8% | 2% | 34%[activator] | -13% | 12% | 9% | -3% | -5% | COc1cc2ccccc2cc1C(=O)OCC(=O)N(CC(C)C)c1c(N)n(Cc2ccccc2)c(=O)[nH]c1=O
424%[activator] | 0.9% | 0% | -4% | -14% | -5% | 13% | 7% | -1% | COc1cccc(-n2c(Cc3cc(=O)[nH]c(=O)[nH]3)nnc2SCC(=O)Nc2ccccc2)c1
? | 0.4% | 3% | -2% | -10% | -9% | -10% | 5% | 1% | CC(C)CN(C(=O)CCCc1nc2ccccc2c(=O)[nH]1)c1c(N)n(Cc2ccccc2)c(=O)[nH]c1=O

Carrying on.
12-LOX inh | RXFP1 agonist | Vif-A3F inh | TrxR1 substrate | USP1 inh | RGS4 inh | TrxR1 inh | IDH1 R132H inh | Vif-A3G inh | molecule
-3% | -1.7% | -2% | -8% | -7% | 21% | 7% | -6% | -10% | CN(CC(=O)Nc1ccc(Cl)cc1)C(=O)CNC(=O)Cc1cccc2ccccc12
-8% | 0.9% | -12% | 1%[57.1 µM] | 4% | 2% | 6%[57.1 µM] | 2% | -2% | Cc1cccc(N2CCN(Cc3cnc(Cl)s3)CC2C)c1 (configuration not stated)
-18% | 6.7% | 5% | 3% | -20% | 3% | 15% | -5% | 1% | COc1ccc(NC(=O)c2cc3ccc4c5ccccc5[nH]c4c3cc2O)cc1
25% | -1.2% | 3% | 5% | -8% | 22% | 16% | 1% | 0% | Cn1c(CC(=O)Nc2ccc(F)cc2)nnc1SCC(=O)NC1CCCCC1
1% | 0.6% | 3% | -2% | -13% | -6% | -10% | 8% | -26% | COc1ccccc1NC(=O)c1cnc(SCC(=O)NCC2CCCO2)n(C)c1=O (configuration not stated)
8% | 1.4% | -2% | -19%[57.1 µM] | -16% | -2% | 12%[57.1 µM] | 6% | 2% | O=C(NNC1CC(=O)N(c2cccc(Cl)c2)C1=O)c1cccs1 (configuration not stated)
3% | 2.1% | -13% | -4% | -14% | -5% | 18% | 0% | 2% | COc1ccc(NC(=O)c2cc(OC)c(OC)c(OC)c2)cn1
? | 6.5% | -29% | -9% | -7% | -11% | -5% | -3% | -6% | O=C(O)C(=O)/C(=C\c1ccc([N+](=O)[O-])cc1)c1ccc2ccccc2n1
-8% | 1.1% | / | -12% | -14% | -22% | -13% | 1% | 1% | CC(=O)N1CCN(S(=O)(=O)c2ccc(C)cc2)C1c1ccc(N(C)C)cc1 (configuration not stated)
16% | / | -1% | / | ? | / | / | -4% | -1% | C=CCCC(=O)N1C[C@H]2CON(C)[C@H]2C[C@H]1c1ccc(Br)cc1
? | 0.5% | ? | 3% | 3% | 6% | 44%[2.29 µM] | -4% | -21% | CC(=O)c1sc(N/N=C\c2ccc(N(C)C)cc2)nc1C
i | 1.4% | 0% | 9%[57.1 µM] | 2% | -22%[11.4 µM] | 15%[57.1 µM] | 6% | -1% | CCNc1nc(Cl)nc(N(NC(C)=O)C(C)CC)n1 (configuration not stated)
? | 0.4% | -2% | 6% | -19% | 19% | 27% | 6% | 2% | N#Cc1ccccc1OCCOCCNC1CCCC1
